NIH3T3 tox – cytotoxic compounds in NIH 3T3 cells. Potency, µM (highest dose often 96.7 µM), without a hit: at the top dose activity change, negative = cytotoxicity, actives largely listed as inhibitors. 94,000 tested, 4.3% active. NIH 3T3 viability, CellTiter-Glo ATP luminescence, 48-72 h. AID 1345082; also: potency is read from the fitted curve at half-maximal effect; nearly all actives have a fitted effect of over 55% in size
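ATP-dependent luminescence (CellTiter-Glo) served as the viability signal for NIH 3T3 cells treated with compound for 48 or 72 hr at 37 °C.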
HEK cytotox – cytotoxic compounds in HEK 293 cells; HEK 293 viability, ATP luminescence (CellTiter-Glo), 48-72 h; Potency, µM (top dose mostly 115 µM), for the others: top-dose activity change, negative = cytotoxicity, most hits filed as inhibitors; 94,000 tested, 6.6% active; AID 1345083; also: potency is read from the fitted curve at half-maximal effect; nearly all actives have a fitted effect of over 60% in size
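250 HEK 293 cells/well; compound by pintool; incubated 48 or 72 hr at 37 degree Celsius; CellTiter-Glo added, 10 min RT, luminescence imaged.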
SNCA expr inhib – reduces expression of the alpha-synuclein gene. 140,000 tested, 0.17% active. Potency, µM (highest dose often 57.2 µM), inactives show at the highest dose activity change, negative = inhibition, most hits filed as inhibitors. HEK-293 SNCA-luciferase knock-in, luminescence, 24 h;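 also: potency is read from the fitted curve at half-maximal effect; plate controls were DMSO cells for no effect and cell-free wells for full effect; nearly all actives have a fitted effect of over 45% in size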
HEK293 viab – cell viability loss counter-screen; HEK-293-SNCA-luc viability, GF-AFC fluorescence, 24 h; Potency, µM (highest dose often 57.1 µM), inactives show at the top dose activity change, negative = cytotoxicity, usual class: cytotoxic; 150,000 tested, 0.12% active;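 also: potency is read from the fitted curve at half-maximal effect; 0% = DMSO-treated cells and -100% = medium-only wells without cells; nearly all actives have a fitted effect of over 30% in size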
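Cytotoxicity counterscreen: after 24 h compound treatment of genome-edited SNCA-luciferase HEK-293 cells, live-cell protease substrate GF-AFC read by fluorescence after 30 min; activity scaled between DMSO (0%) and medium-only (-100%), curves Hill-fitted.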
FLuc inh – inhibitors of firefly (Photinus pyralis) luciferase; P08659; 76,000 tested, 2.5% active; purified P. pyralis luciferase, luminescence, biochemical; Potency, µM (doses to about 115 µM), inactives show top-dose activity change, negative = inhibition, hits mostly inhibitors; AID 1347043; also: potency is read from the fitted curve at half-maximal effect; nearly all actives have a fitted effect of over 65% in size
Target sequence (P08659 whole entry, looked up): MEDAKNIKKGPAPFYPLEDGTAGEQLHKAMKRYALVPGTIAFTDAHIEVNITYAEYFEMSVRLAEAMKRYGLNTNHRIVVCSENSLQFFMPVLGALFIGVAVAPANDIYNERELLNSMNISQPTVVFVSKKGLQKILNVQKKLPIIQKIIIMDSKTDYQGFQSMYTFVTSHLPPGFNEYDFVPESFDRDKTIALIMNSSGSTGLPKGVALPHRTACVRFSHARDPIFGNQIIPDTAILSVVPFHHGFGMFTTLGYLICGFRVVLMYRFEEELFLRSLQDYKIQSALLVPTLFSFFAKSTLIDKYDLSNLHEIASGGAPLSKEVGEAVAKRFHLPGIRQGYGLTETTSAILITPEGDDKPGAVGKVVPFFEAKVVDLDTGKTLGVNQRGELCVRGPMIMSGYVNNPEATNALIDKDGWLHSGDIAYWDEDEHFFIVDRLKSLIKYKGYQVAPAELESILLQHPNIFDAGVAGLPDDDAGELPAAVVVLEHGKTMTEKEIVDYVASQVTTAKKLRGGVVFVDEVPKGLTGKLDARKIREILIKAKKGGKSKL
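Luminescence read by CCD imager after adding enzyme (10nM final) to wells holding compound, titrated in qHTS. Substrates 10uM each D-luciferin and ATP; buffer 50mM Tris acetate pH 7.5, 10mM Mg acetate, Tween-20, BSA.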
IP6K1 inh – inhibitors of human IP6K1; IP6K1 kinase, ADP-Glo luminescence, 2 h; stronger effect = lower value; activity change, % (series mostly up to about 58 µM); 140,000 tested, 0.81% active; AID 1645851; in the data active = activity change below about -25%
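ADP-Glo luminescence measures ADP made by human IP6K1 during a 2 h RT reaction with ATP/IP6 (mix at 1.3 mM/130 uM); top library doses 57.5 and 19.1 uM final.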
GPT2 inh – blocks human glutamate pyruvate transaminase 2; Q8TD30; Recombinant GPT2, coupled pyruvate oxidase/HRP Amplex Red fluorescence; Potency, µM (highest dose often 57.7 µM), for the others: at the top dose activity change, negative = inhibition, actives largely listed as inhibitors; 100,000 tested, 0.25% active; AID 1671188; also: potency is read from the fitted curve at half-maximal effect; nearly all actives have a fitted effect of over 60% in size; many of its hits are not listed in these tables
Target sequence (Q8TD30 whole entry, looked up): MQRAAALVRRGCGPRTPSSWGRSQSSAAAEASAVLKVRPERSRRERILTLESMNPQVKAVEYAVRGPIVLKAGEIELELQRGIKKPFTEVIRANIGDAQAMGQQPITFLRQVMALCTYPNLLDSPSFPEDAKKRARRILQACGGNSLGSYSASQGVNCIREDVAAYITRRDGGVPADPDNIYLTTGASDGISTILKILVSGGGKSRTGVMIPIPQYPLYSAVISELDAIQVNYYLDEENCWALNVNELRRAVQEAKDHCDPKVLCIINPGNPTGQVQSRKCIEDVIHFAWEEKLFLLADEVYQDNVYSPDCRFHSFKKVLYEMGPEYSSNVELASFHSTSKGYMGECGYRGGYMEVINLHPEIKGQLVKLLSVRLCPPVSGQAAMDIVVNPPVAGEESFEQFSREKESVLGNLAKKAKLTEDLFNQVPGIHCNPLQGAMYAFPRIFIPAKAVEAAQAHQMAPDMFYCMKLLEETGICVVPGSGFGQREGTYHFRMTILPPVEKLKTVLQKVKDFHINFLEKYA
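Fluorescence of coupled pyruvate oxidase/HRP/Amplex Red system (50uM Amplex, 30 min, dark) reports pyruvate formed by GPT2. Enzyme reaction: 10ng/uL GPT2, 2mM L-alanine, 250uM a-KG, 30 min room temperature, pH 7.5; 50uM AOA control.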
* = called active by the depositor; [ ] = another dose, or the depositor's remark. Unless noted, calls follow the shape of the dose curve; as a rule, active = well fitted curve in the direction sought with a large enough effect; inconclusive = small, poorly fitted or top-dose-only effect, or another doubt; inactive = no such curve, though single readings can be large; an effect the other way counts as inactive or inconclusive. Unless noted, % is scaled to controls: 0 for no effect and ±100 for the full control effect.

How did CS(=O)(=O)N1CCC(C2CCN(C(=O)c3cn[nH]c3)C2)CC1 (configuration not stated) do in these assays?
NIH3T3 tox: inactive; HEK cytotox: inactive; SNCA expr inhib: inconclusive; HEK293 viab: 1%[12.5 µM]; FLuc inh: -5%; IP6K1 inh: 6; GPT2 inh: inactive

What do the screens show for `O=C(c1ccc(F)cc1)N1CCN(C(=O)c2nc3cccnc3n(C3CC3)c2=O)CC1`?
NIH3T3 tox: -28%; HEK cytotox: -8%; SNCA expr inhib: 25%; HEK293 viab: 13%; IP6K1 inh: 21; GPT2 inh: inactive

How did CNC(=O)[C@@H]1C[C@H](Oc2ccccc2)CN1S(=O)(=O)c1ccc2c(c1)CCC2 do in these assays?
NIH3T3 tox: -6%; HEK cytotox: 0%; SNCA expr inhib: -2%; HEK293 viab: 4%; FLuc inh: 6%; IP6K1 inh: -2; GPT2 inh: -16%

How did N#Cc1ccccc1OCC1CN(Cc2cccc(C(F)(F)F)c2)C(=O)c2c(ccnc2-c2ccc(OCC(=O)O)cc2)O1 (configuration not stated) do in these assays?
NIH3T3 tox: inconclusive; HEK cytotox: inactive; SNCA expr inhib: -24%; HEK293 viab: 5%; FLuc inh: inconclusive; IP6K1 inh: 4; GPT2 inh: -3%

What do the screens show for `COCCn1ncc(N2CCCC(CC(=O)NCc3ccc(OC)cc3)C2)cc1=O` (configuration not stated)?
NIH3T3 tox: -6%; HEK cytotox: -3%; SNCA expr inhib: 72%[activator]; HEK293 viab: 3%; FLuc inh: 0%; IP6K1 inh: 17; GPT2 inh: inactive

How did Cc1noc(C)c1S(=O)(=O)N1CCOCCNC(=O)[C@@H]2CCC[C@@H]21 do in these assays?
NIH3T3 tox: 4%; HEK cytotox: 0%; SNCA expr inhib: -1%; HEK293 viab: -7%; FLuc inh: -1%; IP6K1 inh: -2; GPT2 inh: inconclusive

How did Cc1ccc(-n2c(SCC(=O)O)nc3sc4c(c3c2=O)CCCC4)cc1 do in these assays?
SNCA expr inhib: -18%; HEK293 viab: -9%; IP6K1 inh: -1

How did CC(=O)N1CCCN(Cc2nc(-c3cccc(Oc4ccccc4)c3)oc2C)CC1 do in these assays?
NIH3T3 tox: inconclusive; HEK cytotox: inconclusive; SNCA expr inhib: inconclusive; HEK293 viab: 4%; FLuc inh: 9%; IP6K1 inh: -7; GPT2 inh: inactive

What do the screens show for `Cc1cccc(Cn2c(=O)n(CCc3ccccc3)c(=O)c3c(C)c(C)sc32)c1`?
SNCA expr inhib: -12%; HEK293 viab: 5%; IP6K1 inh: 4

Results for COc1ccc(NC(=O)CN(C)S(=O)(=O)c2ccc3c(c2)CCCN3C(C)=O)cc1Cl ?
SNCA expr inhib: -3%; HEK293 viab: -15%; IP6K1 inh: -7

Fetched by compound from the entries so far (4):
How did N#Cc1ccccc1OCC1CN(Cc2cccc(C(F)(F)F)c2)C(=O)c2c(ccnc2-c2ccc(OCC(=O)O)cc2)O1 (configuration not stated) do in these assays?
NIH3T3 tox: inconclusive; HEK cytotox: inactive; SNCA expr inhib: -24%; HEK293 viab: 5%; FLuc inh: inconclusive; IP6K1 inh: 4; GPT2 inh: -3%

How did Cc1ccc(-n2c(SCC(=O)O)nc3sc4c(c3c2=O)CCCC4)cc1 do in these assays?
SNCA expr inhib: -18%; HEK293 viab: -9%; IP6K1 inh: -1

How did CS(=O)(=O)N1CCC(C2CCN(C(=O)c3cn[nH]c3)C2)CC1 (configuration not stated) do in these assays?
NIH3T3 tox: inactive; HEK cytotox: inactive; SNCA expr inhib: inconclusive; HEK293 viab: 1%[12.5 µM]; FLuc inh: -5%; IP6K1 inh: 6; GPT2 inh: inactive

Results for COc1ccc(NC(=O)CN(C)S(=O)(=O)c2ccc3c(c2)CCCN3C(C)=O)cc1Cl ?
SNCA expr inhib: -3%; HEK293 viab: -15%; IP6K1 inh: -7

Continued.
What do the screens show for `O=C(NCC1CCOC1)C1CCN(c2nc(-c3ccccc3)nc3c2CCC3)CC1` (configuration not stated)?
NIH3T3 tox: inconclusive; HEK cytotox: inconclusive; SNCA expr inhib: inconclusive; HEK293 viab: -6%; FLuc inh: 4%; IP6K1 inh: -10; GPT2 inh: 3%

Results for O=C(O)c1cc2c(s1)CCN(C(=O)c1ccc(F)cc1)C2 ?
NIH3T3 tox: -9%; HEK cytotox: -2%; SNCA expr inhib: 0%; HEK293 viab: 5%; FLuc inh: 2%; IP6K1 inh: -10; GPT2 inh: 4%

What do the screens show for `CCOc1ccc(NC(=O)N2c3ccccc3CC2c2nc(C3CC3)no2)cc1` (configuration not stated)?
NIH3T3 tox: inconclusive; HEK cytotox: inconclusive; SNCA expr inhib: 27%; HEK293 viab: -20%; FLuc inh: inconclusive; IP6K1 inh: 17; GPT2 inh: inactive

Results for COC(=O)CNC(=O)N1CCCCCCn2c(nnc2-c2ccc(F)cc2)CC1 ?
NIH3T3 tox: -25%; HEK cytotox: -10%; SNCA expr inhib: 3%; HEK293 viab: -2%; FLuc inh: -3%; IP6K1 inh: 10; GPT2 inh: 1%

What do the screens show for `COCCO[C@H]1C(=O)N(C2CCN(C(=O)NC3CCCCC3)CC2)[C@H]1c1ccncc1`?
NIH3T3 tox: -9%; HEK cytotox: inactive; SNCA expr inhib: 49%[activator]; HEK293 viab: 1%; FLuc inh: 2%; IP6K1 inh: 6; GPT2 inh: -7%

Results for Cn1cccc1CN1CCC2(CC1)COc1ccccc1C(=O)N2 ?
NIH3T3 tox: -16%[138 µM]; HEK cytotox: inconclusive; SNCA expr inhib: -7%[87.6 µM]; HEK293 viab: 5%[87.6 µM]; FLuc inh: 5%[172 µM]; IP6K1 inh: 25; GPT2 inh: inactive

How did O=C1NCc2ccccc2CC12CCCN(Cc1c(F)cccc1Cl)C2 (configuration not stated) do in these assays?
NIH3T3 tox: -9%; HEK cytotox: -27%; SNCA expr inhib: 6%; HEK293 viab: -2%; IP6K1 inh: -2; GPT2 inh: inactive

What do the screens show for `Cc1ccc(NC(=O)CSc2nc(C)c(Cc3ccccc3)c(=O)[nH]2)cc1`?
SNCA expr inhib: 12%; HEK293 viab: -8%; IP6K1 inh: 16

Results for O=c1ccc(N2CCC(NS(=O)(=O)c3ccc(F)c(F)c3)CC2)nn1CC1CC1 ?
NIH3T3 tox: inconclusive; HEK cytotox: inconclusive; SNCA expr inhib: -13%; HEK293 viab: -22%; FLuc inh: -7%; IP6K1 inh: 10; GPT2 inh: -12%

Results for COC1CN(c2cccc(F)c2)C12CCN(C(=O)NC1CCCCC1)CC2 (configuration not stated) ?
NIH3T3 tox: inconclusive; HEK cytotox: 45µM*; SNCA expr inhib: 14%; HEK293 viab: -2%; FLuc inh: -6%; IP6K1 inh: 11; GPT2 inh: inactive

How did CCc1ccc(Sc2cc(C(=O)NCCCN3CCC(C)CC3)c3ccccc3n2)cc1 do in these assays?
SNCA expr inhib: 4%; HEK293 viab: 7%; IP6K1 inh: -12

How did CC1CCCN(CCCNC(=O)c2ccc3c(c2)N(Cc2ccccc2F)C(=O)c2ccccc2S3(=O)=O)C1 (configuration not stated) do in these assays?
SNCA expr inhib: 8%; HEK293 viab: -14%; IP6K1 inh: 42

How did c1cc(-c2noc([C@@H]3CCCN3C3CCOCC3)n2)cc(N2CCCC2)n1 do in these assays?
NIH3T3 tox: -6%[138 µM]; HEK cytotox: -18%[172 µM]; SNCA expr inhib: 65%[activator][87.6 µM]; HEK293 viab: 0%[87.6 µM]; FLuc inh: 11%[172 µM]; IP6K1 inh: 0; GPT2 inh: -3%[88.5 µM]

What do the screens show for `CCC(CC)n1ncc(C)c1NC(=O)CC(c1ccccc1)c1ccco1` (configuration not stated)?
NIH3T3 tox: -10%; HEK cytotox: inconclusive; SNCA expr inhib: -19%; HEK293 viab: 10%; FLuc inh: 5%; IP6K1 inh: 19; GPT2 inh: 3%[11.5 µM]

What do the screens show for `Cc1ncsc1CN1CCCC(c2nc(CCOCC3CCCC3)no2)C1` (configuration not stated)?
NIH3T3 tox: inconclusive; HEK cytotox: inconclusive; SNCA expr inhib: -18%; HEK293 viab: -3%; FLuc inh: 1%; IP6K1 inh: 5; GPT2 inh: -2%

What do the screens show for `COc1ccc(S(=O)(=O)NCC(c2ccco2)S(=O)(=O)c2ccc(C)cc2)cc1F` (configuration not stated)?
SNCA expr inhib: -4%; HEK293 viab: 4%; IP6K1 inh: -7

How did COc1ccc(N2CCN(C(=O)c3ccc4c(Cl)c5c(nc4c3)CCCC5)CC2)cc1 do in these assays?
SNCA expr inhib: 7%; HEK293 viab: -11%; IP6K1 inh: 14

What do the screens show for `Cc1ccc(N(CC(=O)Nc2ccc(Br)c(C)c2)S(=O)(=O)c2cccs2)cc1`?
SNCA expr inhib: 34%[activator]; HEK293 viab: 3%; IP6K1 inh: -4

How did COc1ccc(-c2cc(N3CCC(NC(=O)Cc4ccccc4F)CC3)n[nH]2)cc1 do in these assays?
NIH3T3 tox: inconclusive; HEK cytotox: inconclusive; SNCA expr inhib: 1%; HEK293 viab: -2%; FLuc inh: -5%; IP6K1 inh: 0; GPT2 inh: -2%

Results for CC(C)(Oc1nn(Cc2cccc(Cl)c2)c2ccccc12)C(=O)NCC1CCOCC1 ?
NIH3T3 tox: inconclusive; HEK cytotox: inconclusive; SNCA expr inhib: -25%; HEK293 viab: -21%; FLuc inh: -4%; IP6K1 inh: -7; GPT2 inh: -5%

How did Cn1cnc(S(=O)(=O)N2CCC(Cc3ccc(C(N)=O)cc3)CC2)c1 do in these assays?
NIH3T3 tox: -27%; HEK cytotox: -29%; SNCA expr inhib: 0%; HEK293 viab: 11%; FLuc inh: -11%; IP6K1 inh: -14; GPT2 inh: -9%

What do the screens show for `Cc1ccsc1CN1CCCC12Cc1ccccc1CNC2=O` (configuration not stated)?
NIH3T3 tox: -6%; HEK cytotox: -13%; SNCA expr inhib: 1%; HEK293 viab: -8%; IP6K1 inh: -15; GPT2 inh: inactive

How did CCN1C(=O)c2ccccc2Sc2ccc(NC(=O)Cc3ccc(OC)cc3)cc21 do in these assays?
SNCA expr inhib: -20%; HEK293 viab: 5%; IP6K1 inh: -4

Results for Cc1ccc(NC(=O)CSc2nc3ccccc3nc2Cc2ccccc2)c(C)c1 ?
SNCA expr inhib: 3%; HEK293 viab: 8%; IP6K1 inh: -1

Results for O=[S+]([O-])(c1ccccc1)N1CCC2(CC(c3cccnc3)=NO2)C1 (configuration not stated) ?
NIH3T3 tox: inactive; HEK cytotox: inactive; SNCA expr inhib: 17%; HEK293 viab: -3%; IP6K1 inh: -4; GPT2 inh: inactive

Results for COCCCNC(=O)N1CCCN(Cc2ccncc2)C(c2ccccc2)CC(=O)NCC1 (configuration not stated) ?
NIH3T3 tox: -13%; HEK cytotox: 1%; SNCA expr inhib: 16%; HEK293 viab: 0%; FLuc inh: 3%; IP6K1 inh: 1; GPT2 inh: 2%

Source: PubChem
